# Screens deposited in PubChem BioAssay by several laboratories.
# ABCG2 block: inhibitors of human ABCG2 transporter, ABCB1 counter-screen. IgMXP3 cells, JC-1 efflux, flow cytometry. inhibition, % at 6.6 µM. 190,000 tested, 0.1% active. AID 1325;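 active = inhibition above 80%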;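 also: 0% = DMSO and 100% = nicardipine control wells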
# Target sequence (Q9UNQ0 whole entry, looked up): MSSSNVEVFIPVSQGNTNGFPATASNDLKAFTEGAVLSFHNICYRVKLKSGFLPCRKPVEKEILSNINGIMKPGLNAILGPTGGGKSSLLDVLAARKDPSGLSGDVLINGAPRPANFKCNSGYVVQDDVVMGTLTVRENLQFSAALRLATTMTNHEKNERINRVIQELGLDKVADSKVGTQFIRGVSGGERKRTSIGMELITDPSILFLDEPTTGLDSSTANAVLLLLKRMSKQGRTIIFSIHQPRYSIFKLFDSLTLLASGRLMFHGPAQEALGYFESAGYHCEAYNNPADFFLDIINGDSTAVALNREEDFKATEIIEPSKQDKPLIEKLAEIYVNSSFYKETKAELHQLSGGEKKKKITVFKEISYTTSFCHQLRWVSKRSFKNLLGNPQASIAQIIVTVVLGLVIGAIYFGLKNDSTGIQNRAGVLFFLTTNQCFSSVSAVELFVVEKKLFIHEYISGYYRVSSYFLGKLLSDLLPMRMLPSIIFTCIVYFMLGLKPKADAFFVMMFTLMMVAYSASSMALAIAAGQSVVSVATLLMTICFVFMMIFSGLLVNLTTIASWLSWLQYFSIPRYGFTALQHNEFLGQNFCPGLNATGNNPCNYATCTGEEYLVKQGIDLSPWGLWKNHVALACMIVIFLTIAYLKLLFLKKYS
#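 material = IgMXP3 (ABCG2) plus far-red-tagged CCRF-Adr (ABCB1) cells | amount = 3 million cells/mL, equal mix of both lines | also added = JC-1 transporter substrate | dosing = one concentration, 6.6 µM final | schedule = 10 min at 25 °C | measured by = flow cytometric JC-1 green MFI at 530 nm | read-out basis = percent efflux inhibition, scaled nicardipine 100% to DMSO 0%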
# Avidin bead fluor: compound fluoresces at 488/530 nm on avidin beads; AID 1775; compound fluorescence 488/530 nm, flow cytometry; stronger effect = higher value; fluorescence (KMESF) at 10 µM; 220,000 tested, 0.38% active; in the data active = fluorescence above about 47; also: inactives centre near 10
# Rac1 mut GTP: human Rac1 activated mutant GTP binding change; P63000; GST-Rac1 activated beads, fluorescent GTP binding, flow cytometry; actives lie on both sides; 100% means binding = to untreated wells; percent activity (GTP binding), % at 10 µM; 190,000 tested, 0.11% active; AID 764;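 active = GTP binding at least 20 percentage points away from the 100% baseline, in either direction, so actives lie on both sides; inconclusive = Compound likely fluorescent itself, or too few beads counted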
# Rab7 wt modul: alters GTP binding to wildtype dog Rab7 | GST-Rab7 beads, fluorescent GTP binding, flow cytometry; actives lie on both sides; untreated = 100%, excess cold GTP = 0% | 190,000 tested, 0.055% active | GTP binding activity (percent of control), % at 10 µM;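 active = fluorescent GTP binding to Rab7 beads changed by at least 20 points from the 100% baseline, either direction, mostly lower; inconclusive = compound itself probably fluorescent, or too few beads counted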;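 also: median green fluorescence of bound Bodipy-FL-GTP per Rab7 bead population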
# ABCB1 inh: blocks JC-1 efflux by human ABCB1 transporter | CCRF-Adr cells, flow cytometry | P08183 | 190,000 tested, 0.067% active | inhibition, % at 6.6 µM | AID 1326; in the data active = inhibition above about 40%;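 also: 0% = vehicle and 100% = reference inhibitor; higher value means more JC-1 retained so stronger ABCB1 efflux block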
# Rab2 wt GTP: changes GTP binding to wildtype dog Rab2A, up or down. GST-Rab2 wt beads, Bodipy-GTP binding, flow cytometry. P61105. GTP binding activity, % at 10 µM. 190,000 tested, 0.19% active;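 active = GTP binding activity at least 20 points away from 100%, either lowered or raised; inconclusive = signal likely due to the compound's own green fluorescence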;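 also: 0% = beads with excess unlabeled GTP and 100% = no-compound control corrected for plate trend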
# GSH fluor: compound fluoresces at 488/530 nm on GSH beads. fluorescence (KMESF) at 10 µM. 190,000 tested, 0.25% active. GSH beads flow cytometry, compound fluorescence 488/530 nm; stronger effect = higher value; in the data active = fluorescence above about 89;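 also: glutathione beads carrying GST-tagged Bcl family fusion proteins plus one bare bead set; values are compound well signal with DMSO vehicle wells as background; inactives centre near 16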
# HRas wt GTP: human HRas wildtype GTP binding, change in either direction; 190,000 tested, 0.14% active; GST-Ras wt beads, Bodipy-FL-GTP binding, flow cytometry; actives lie on both sides; P01112; GTP binding activity, % at 10 µM;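 active = GTP binding activity at least 20% away from the 100% baseline, either lowered as inhibitor or raised as activator; inconclusive = flagged as likely green fluorescent, judged across all proteins in the well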;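 also: 0% = unlabeled GTP competition control and 100% = no-compound control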
# Target sequence (P01112 whole entry, looked up): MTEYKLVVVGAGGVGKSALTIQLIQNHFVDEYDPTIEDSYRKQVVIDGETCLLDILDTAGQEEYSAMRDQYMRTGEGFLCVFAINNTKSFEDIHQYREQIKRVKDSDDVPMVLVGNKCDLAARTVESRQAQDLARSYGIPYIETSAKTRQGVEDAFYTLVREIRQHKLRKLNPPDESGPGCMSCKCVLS
# Rac1 wt modul: modulators of human Rac1 wildtype GTP binding; GST-Rac1 beads, fluorescent GTP binding, flow cytometry; actives lie on both sides; 0 = cold GTP competed, 100 = untreated; GTP binding activity (% of control), % at 10 µM; AID 757; 190,000 tested, 0.27% active;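 active = GTP binding activity at least 20 points away from the 100% control level, either lower or higher; inconclusive = compound flagged as likely green fluorescent, judged across all proteins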
# Cdc42 wt: modulators (inhibitors or activators) of GTP binding to human Cdc42 wildtype; P60953; percent activity (GTP binding), % at 10 µM; 190,000 tested, 0.2% active; GST-Cdc42 beads, Bodipy-GTP binding, flow cytometry; actives lie on both sides;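 active = percent activity GTP binding at least 20 points away from the 100% baseline, either down as inhibitor or up as activator; inconclusive = compound flagged as likely green fluorescent from well-wide comparison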;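 also: median bead fluorescence of bound Bodipy-FL-GTP at 100 nM; 0% = excess unlabeled GTP control and 100% = no compound control; below 100% means less GTP binding so inhibitor and above means activator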
# Target sequence (P60953 whole entry, looked up): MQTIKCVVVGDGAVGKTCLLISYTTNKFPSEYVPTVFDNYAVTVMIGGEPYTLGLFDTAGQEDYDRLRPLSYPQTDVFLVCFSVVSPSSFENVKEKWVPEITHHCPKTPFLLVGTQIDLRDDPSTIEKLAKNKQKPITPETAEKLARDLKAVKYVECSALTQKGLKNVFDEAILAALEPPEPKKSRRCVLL
# Pf gametocyte: P. falciparum stage V gametocyte viability inhibition; P. falciparum stage V gametocytes, ATP luminescence, 24 h; inhibition, % at 10.9 µM; 150,000 tested, 0.065% active;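 active = inhibition above the mean plus 3 SD of compounds within the control limits, set per campaign, cut at about 38% in these data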;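 also: 0% = DMSO wells and 100% = medium only without gametocytes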
# An asterisk follows results filed as active; ? = inconclusive; / = no result given.
SMILES,ABCG2 block,Avidin bead fluor,Rac1 mut GTP,Rab7 wt modul,ABCB1 inh,Rab2 wt GTP,GSH fluor,HRas wt GTP,Rac1 wt modul,Cdc42 wt,Pf gametocyte
COCCn1nnnc1C(c1ccc(O)c(OC)c1)N1CCc2ccccc2C1 (stereo not drawn),0,24,97,96,-0.1,96,25,97,98,97,-26
OCCC1CN(Cc2cccn2-c2ncccn2)CCN1CCc1ccccc1 (stereo not drawn),4,2,96,100,0.6,98,16,99,99,95,11
COC(=O)COc1ccc(C2Nc3c(Cl)ccc(C(=O)O)c3C3C=CCC32)cc1 (stereo not drawn),-7,13,87,87,-0.9,89,14,87,85,82,1
O=C(NC(=S)NCCN1CCOCC1)c1ccccc1Br,3,2,104,103,0.6,104,6,106,108,103,10
S=C(NCCc1ccncc1)Nc1ccccc1,0,10,95,93,-0.5,98,15,94,95,94,/
O=C(CCC(=O)NNC(=O)c1ccc([N+](=O)[O-])cc1)NCc1ccccc1,4,9,95,98,0.4,97,19,98,102,95,0
CCCc1[nH]nc2c1C(c1ccc(Br)s1)C(C#N)=C(N)O2 (stereo not drawn),0,6,94,99,0.1,96,12,98,98,96,/
Cc1ccc2cccc(NC(=S)NC(=O)c3ccccc3)c2n1,2,38,105,102,0.1,103,20,104,104,102,/
O=C(CSc1nnnn1-c1ccccc1)NCc1ccco1,4,21,98,103,0.4,103,12,101,101,99,/
CO/N=C/C(=N\Nc1ccc(C)cc1)C(=O)c1ccc(OC)cc1,-1,10,105,99,0.1,101,14,104,110,104,/
O=S(=O)(NCC1CCN(S(=O)(=O)c2ccccc2)CC1)c1ccccc1,3,11,98,99,0.9,100,22,102,98,104,/
NC(=O)c1cc2nc(-c3ccco3)cc(C(F)(F)F)n2n1,1,8,81,92,-0.1,63*,9,65*,68*,64*,/
COc1ccc(NC(=S)NC(=O)CC(C)C)c(OC)c1,7,10,96,107,0.5,101,15,101,99,101,-5
CCCc1[nH]n(-c2nc3ccccc3s2)c(=O)c1C=NCC(C)C,11,9,100,102,1.8,101,11,102,101,102,/
O=c1ccc2cc3c4c(c2o1)CCCN4CCC3,4,9,95,102,0.1,95,8,96,98,96,/
Cn1nc(C(F)(F)F)c(/C=N/OCc2c(Cl)cccc2Cl)c1Cl,5,10,96,100,0.2,98,35,98,101,99,7
O=C(NC1CCCCC1)N(Cc1cc2cc3c(cc2[nH]c1=O)OCCO3)C1CCCCC1,2,6,95,96,0.6,97,6,97,99,98,4
COc1cc(NS(=O)(=O)c2ccc(NC(=O)c3ccc(S(=O)(=O)N4CCCC4)cc3)cc2)ncn1,1,10,96,104,0.1,99,15,99,99,102,-8
CN(C)S(=O)(=O)c1ccc(NC(=O)CCNC(=O)c2ccc([N+](=O)[O-])cc2)cc1,-7,5,93,95,-1.9,92,17,91,90,92,5
COc1ccc(C(=O)COC(=O)CNC(=O)c2cc(OC)cc(OC)c2)cc1,2,3,99,103,1.0,97,7,100,105,99,-35
CCS(=O)(=O)N1CCC(C(=O)NCCCOC)CC1,0,20,?,?,0.1,?,22,?,?,?,/
CCCCOc1ccc(CSc2ncn[nH]2)cc1,3,6,101,102,0.5,102,10,102,104,105,/
CCCCN(CCCC)CC(O)CN(c1cc([N+](=O)[O-])ccc1OC)S(=O)(=O)c1ccccc1 (stereo not drawn),4,14,98,99,2.8,99,19,100,105,104,-14
O=C(OCCN=C1NS(=O)(=O)c2ccccc21)c1ccco1,2,9,97,97,1.0,96,26,99,98,99,/
COc1ccc(CCNc2nc(N3CCOCC3)nc(N3CCOCC3)n2)cc1OC,4,44,96,100,0.7,100,18,100,98,99,/
SMILES,ABCG2 block,Avidin bead fluor,Rac1 mut GTP,Rab7 wt modul,ABCB1 inh,Rab2 wt GTP,GSH fluor,HRas wt GTP,Rac1 wt modul,Cdc42 wt,Pf gametocyte
O=c1c2ccccc2nc2n1CCCCC2,1,34,99,97,0.5,97,14,101,104,104,/
CC(=O)C1=C(C)N(CC2CC2)C(=O)N[C@H]1c1ccccc1,2,14,101,100,0.9,97,19,100,105,102,-1
CCOC(=O)c1ccccc1NC(=O)CSc1nnc(Cc2cccn2C)n1-c1ccc(C)cc1,4,10,99,97,1.6,98,9,99,105,98,/
O=C(NC(c1ccccc1)c1ccccc1)c1ccc(=O)[nH]n1,4,9,91,99,-0.3,96,17,98,96,94,11
Cc1ccccc1CN(c1ccc(C(=O)NCc2cccnc2)cc1)S(C)(=O)=O,0,10,94,96,-0.1,95,9,94,98,95,1
CC(C)(C)OC(=O)COc1cc(OCC(=O)OC(C)(C)C)c2c(=O)cc(-c3ccccc3)oc2c1,9,14,100,95,4.8,102,64,102,98,102,/
O=C(NCC(c1ccco1)N1CCCCC1)c1ccc2c(c1)S(=O)(=O)c1ccccc1C2=O (stereo not drawn),1,25,94,90,-0.1,92,7,90,93,93,-20
CCCSc1ccc(C(=O)Nc2ccc(Cl)cc2)cn1,5,9,94,96,0.0,97,17,96,97,96,/
CCN(CC)S(=O)(=O)c1ccc(OC)c(NC(=O)Cn2cnc3c2c(=O)n(C)c(=O)n3C)c1,0,12,93,100,0.7,101,13,97,98,100,-22
Cc1ccc(C(=O)NCCN2C3=NC[C@H](C)N3C[C@H]2Cc2ccc(O)cc2)cc1Br,0,6,98,102,0.2,99,21,97,98,95,-8
NC(=O)c1nsc(C(=O)N(c2ccccc2)C(C(=O)NCC2CCCO2)c2cccs2)c1N (stereo not drawn),2,11,97,102,1.4,100,26,100,98,99,-5
O=C(NCC(c1ccco1)N1CCOCC1)c1ccc([N+](=O)[O-])cc1 (stereo not drawn),7,8,92,103,0.1,96,16,96,94,97,18
CCOC(=O)Cc1csc(NC(=O)c2sc3nc4ccc(CC)cc4cc3c2N)n1,-1,17,97,101,-0.1,100,38,100,97,98,-36
CC1CCN(S(=O)(=O)c2ccc(NC(=O)CSc3ncccc3C(=O)O)cc2)CC1,1,33,97,95,0.4,94,18,96,100,95,/
CC(C)NC(=O)c1ccccc1S(=O)c1ccccc1C#N (stereo not drawn),1,37,94,94,0.3,92,12,96,96,97,-19
CC1CCCC/C1=N/Nc1ccc([N+](=O)[O-])cc1[N+](=O)[O-] (stereo not drawn),2,14,97,99,0.3,100,30,101,101,101,/
CCOC(=O)N1CCN(CC(O)COCc2ccccc2)CC1 (stereo not drawn),1,12,100,101,0.5,102,27,100,106,97,/
Cc1cnc(C(=O)Nc2ccccc2F)cn1,1,15,100,103,0.0,102,10,102,104,104,/
CCn1nnnc1NC(=O)c1cc(Cl)c(OC)c(Cl)c1,6,13,96,110,0.6,100,13,100,103,99,0
CCN(CC)C(=O)CN(c1ccc(F)c(Cl)c1)S(C)(=O)=O,2,13,103,97,0.2,101,28,100,104,104,/
COC(=O)c1cc(Br)c(=O)n(CCN2CCCCC2)c1,5,4,95,93,0.8,93,61,93,94,94,/
CCNC(=O)NC(=O)C(C)Oc1ccc(Br)cc1Br (stereo not drawn),2,22,92,93,0.7,93,15,91,94,94,18
C=CCOc1c(Cl)cc(CNc2ccc(N(C)C)cc2)cc1OC,1,29,98,95,0.0,96,15,98,99,100,/
O=c1[nH]c(=O)c2cc([N+](=O)[O-])cc([N+](=O)[O-])c2[nH]1,3,17,?,?,-0.2,?,7,?,?,?,/
COc1ccc(NC(=O)NCc2ccco2)c(OC)c1,1,7,99,107,-0.2,102,12,101,101,100,-20

# Compounds above that have a CF3 group, in the order listed:
SMILES,ABCG2 block,Avidin bead fluor,Rac1 mut GTP,Rab7 wt modul,ABCB1 inh,Rab2 wt GTP,GSH fluor,HRas wt GTP,Rac1 wt modul,Cdc42 wt,Pf gametocyte
NC(=O)c1cc2nc(-c3ccco3)cc(C(F)(F)F)n2n1,1,8,81,92,-0.1,63*,9,65*,68*,64*,/
Cn1nc(C(F)(F)F)c(/C=N/OCc2c(Cl)cccc2Cl)c1Cl,5,10,96,100,0.2,98,35,98,101,99,7

# The listing continues:
SMILES,ABCG2 block,Avidin bead fluor,Rac1 mut GTP,Rab7 wt modul,ABCB1 inh,Rab2 wt GTP,GSH fluor,HRas wt GTP,Rac1 wt modul,Cdc42 wt,Pf gametocyte
COc1ccc(-c2cnn3c(N)c(S(=O)(=O)C(C)(C)C)cnc23)cc1,4,8,99,98,0.5,99,14,99,101,99,-2
COC(=O)C(NC(=O)C(NC(=O)c1ccccc1)C(C)C)C(C)C (stereo not drawn),5,9,98,98,0.9,95,24,99,98,99,-12
Cc1[nH]c(=O)nc2c1CCC2,2,26,95,102,0.7,93,11,94,98,88,-3
O=c1c2cc(N3CCOCC3)ccc2[nH]c(=S)n1CCc1ccccc1,5,6,101,95,1.1,95,17,97,101,96,9
CCOc1cc(CNCCc2ccccc2)ccc1OCC(=O)NC(C)(C)C,1,15,98,94,0.1,95,13,95,102,98,17
CCC(NC(=O)c1cccc(Cn2nc(C)c([N+](=O)[O-])c2C)c1)c1ccc(C(C)C)cc1 (stereo not drawn),1,31,99,98,1.2,100,22,100,107,102,-11
CCOc1ccc(N(CC)S(=O)(=O)c2ccc3c(c2)oc(=O)n3C)cc1,10,26,100,96,0.7,101,23,101,105,104,6
CCN(CC)C(=O)CSc1nc2c(c(-c3cccnc3)c1C#N)CCCC2,10,9,95,107,6.4,98,20,96,97,99,4
Cc1cc(C)cc(N2C(=O)C3NN=C(C(=O)OCc4ccccc4)C3C2=O)c1 (stereo not drawn),1,0,96,100,0.2,96,5,99,97,99,-6
CCOc1ccc2[nH]c(=O)c(CN(CCN3CCOCC3)Cc3nnnn3C(C)(C)CC)cc2c1,4,13,96,96,0.4,99,15,99,96,101,8
Cc1cccc(OCC(=O)NNC(=O)Nc2cccc(Cl)c2)c1C,0,11,99,102,0.1,103,15,104,101,105,3
O=C(NC1CCCc2ccccc21)C1CCN(S(=O)(=O)c2cccc3nonc23)CC1 (stereo not drawn),6,13,93,95,0.5,94,30,95,93,96,26
Cc1cc(F)ccc1S(=O)(=O)Nc1ccccc1C(=O)Nc1ccccc1-c1nc2ccccc2[nH]1,-1,11,100,102,-0.5,104,10,103,105,107,/
O=C(/C=C/c1ccc(N2CCCCC2)c([N+](=O)[O-])c1)c1ccc(S(=O)(=O)N2CCCC2)cc1,2,1,96,94,0.8,95,8,95,100,100,-1
CCOC(=O)N1CCN(C(=O)CN(C)S(=O)(=O)c2ccc(OC)c(OC)c2)CC1,5,22,102,100,0.4,101,19,100,107,103,-65
COCC(C)n1c(SCc2nc(N)nc(Nc3ccccc3C)n2)nc2ccccc2c1=O (stereo not drawn),4,5,99,102,2.2,102,43,103,105,101,/
Nc1ccc(C(=O)Nc2ccc3nc(-c4ccncc4)[nH]c3c2)cc1,-5,10,?,?,-1.0,?,18,?,?,?,/
